# INS promoter inh: TRM-6 insulin promoter activity inhibition; TRM-6 cells (human fetal islet line), insulin promoter-eGFP reporter, imaging; reporter expression induced with tamoxifen; inhibition, % at 2 µM; 0.9% of 130,000 active; AID 1273;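 active = inhibition above the mean plus 3 SD, with well images judged a real hit on visual review, cut at about 60% in these data, passing the limit was not always enough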
# SDO1 yeast rescue: restores growth of sdo1-depleted yeast; 0.21% of 140,000 active; AID 817; z-score at 10 µM; S. cerevisiae sdo1-depleted JHY4D growth rescue, OD600 30 h; hits give high values; pdr5 snq2 efflux-pump mutant strain;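 active = z-score above 3 at both the 24 hr and the 30 hr optical density reads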;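 note: z-score against mean and SD of all compound wells on the same plate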
# SDO1 yeast rescue Rescue 24 h: recorded beside SDO1 yeast rescue, whose call it bears; z-score; S. cerevisiae sdo1-depleted JHY4D growth rescue, OD600; measured here: growth rescue at 24 h;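 0 is the plate mean of compound wells and units are plate SD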
# * = called active by the depositor; · = not tested or not shown. Rows were taken by chance. About 0.91% of those tested had a hit in this group.
INS promoter inh	SDO1 yeast rescue	Structure	SDO1 yeast rescue Rescue 24 h
0.0	·	Cc1sc2ncnc(N3CCC(C(=O)Oc4cccc(Cl)c4Cl)CC3)c2c1C	·
31.4	1.39	CCCNC(=O)NC1C(NC(=O)NCCC)N(C)C(=O)N1C (stereo not given)	0.31
-5.6	·	O=S1(=O)N=C2CCCCCN2C(c2ccc(Cl)cc2)N1 (stereo not given)	·
-200.0	-0.2	CC(C)CN(CC(C)C)C(=O)CS(=O)(=O)Cc1ccccc1	-0.33
-125.0	-0.15	CC(C(=O)Nc1ccccn1)N1C(=O)C2C3C=CC(C3)C2C1=O (stereo not given)	0.01
-87.1	-1.85	COc1ccccc1NC(=O)CSc1nnc(-c2ccccn2)n1Cc1ccco1	-1.73
28.6	-0.05	COc1ccc(Cl)cc1NC(=O)C/C(C)=N/NC(=O)CC#N	-0.65
-114.0	-0.49	Cc1ccc(S(=O)(=O)N(CC(=O)N2CCCCC2)c2cccc(C)c2)cc1	-0.73
·	0.83	CN(C)C(=S)c1ccc2ccccc2n1	-0.04
·	-1.45	C#CC(=O)N(c1cc(OC)ccc1OC)C(C(=O)NC1CCCC1)c1cccs1 (stereo not given)	-1.88
-10.5	-0.56	CCc1ccccc1NC(=O)Cn1nc(C(F)(F)F)c2c1CCC2	0.12
-1.3	-0.24	Cn1nnnc1SCC(=O)Nc1ccc(Br)cc1Cl	-1.06
·	0.43	Cc1cccc(C)c1NC(=O)C1=C(O)c2ccccc2N(C)S1(=O)=O	-0.46
85.7*	-0.07	COc1ccc(CCNC(=O)CSc2ncn[nH]2)cc1	-0.48
55.6	·	O=c1c2cccnc2n(-c2ccccc2)n1Cc1ccc(Cl)cc1	·
·	-0.88	O=C(COC(=O)c1cc2c(s1)CCCC2)NCc1ccccc1Cl	-0.53
·	-1.33	Cc1ccc2cc(CN(Cc3ccc4c(c3)OCO4)Cc3nnnn3Cc3ccco3)c(=O)[nH]c2c1	-1.67
6.8	-0.89	COc1cc(C)c(Cl)cc1S(=O)(=O)n1cnc(C)c1	-1.03
33.3	0.05	COc1ccc(NC(=O)Nc2ccc(Cc3ccncc3)cc2)c(OC)c1	0.05
22.6	-0.03	CCOC(=O)CNC(=O)CSc1nnnn1-c1ccc(C)c(C)c1	-0.74
6.7	0.36	CCOc1ccc(Br)cc1S(=O)(=O)NCCN(C)C	-0.15
0.0	·	CCn1cc(C(=O)NCc2ccco2)c(=O)c2cc(S(=O)(=O)N3CCCC3)ccc21	·
-91.7	·	CCCc1[nH]n(-c2ccc([N+](=O)[O-])cc2)c(=O)c1C=NCCCn1ccnc1	·
-158.3	·	Cc1cc(C)cc(NC(=O)COC(=O)c2cc(C)oc2C)c1	·
-40.0	0.43	CCN(Cc1ccccc1)CC(O)COc1ccccc1 (stereo not given)	-0.17
8.7	0.04	Cc1no[n+]([O-])c1COc1ccc(/C=C2\NC(=S)NC2=O)cc1	-1.31
·	-0.17	Cn1nc(-c2ccccc2)c(C(O)c2ccc(Cl)cc2)c1Cl (stereo not given)	-0.03
-20.0	0.7	Cc1ccc2cc(CCNC(=O)c3ccco3)c(=O)[nH]c2c1C	0.26
11.8	·	O=C(Nc1nnc(-c2ccccc2)o1)Nc1ccc(F)cc1F	·
·	-1.39	O=C(Nc1nccs1)c1nc(-c2ccccc2)n(-c2ccccc2)n1	-1.15
-28.6	0.3	N#Cc1nc(Cc2ccccc2)oc1N1CCN(c2cccc(Cl)c2)CC1	0.69
-107.7	-0.27	COc1cc(C)c(CNc2ccc(OC)c(OC)c2)cc1C	-0.52
·	0.09	CCOCCCNC(=O)c1cn(C)c(=O)c2cc(OC)c(OC)cc12	-0.76
0.0	0.12	COc1cc(NC(=O)c2cccc(C)c2)c(Cl)cc1[N+](=O)[O-]	0.74
-18.8	-2.18	COc1ccc(CC(=O)OCC(=O)NC(=O)NC23CC4CC(CC(C4)C2)C3)cc1	-1.11
-350.0	-1.7	CCOC(=O)CSC1=C(C#N)C(c2ccco2)C(C(=O)Nc2cccc(C(F)(F)F)c2)=C(C)N1 (stereo not given)	-0.6
0.0	0.12	O=C(O)CCCN1C(=O)/C(=C/c2ccc(-c3nc4ccccc4s3)o2)SC1=S	0.78
-25.0	·	Cc1ccc(-c2csc(N(CCCN(C)C)C(=O)c3ccco3)n2)cc1	·
-33.3	0.09	O=C(COC(=O)c1ccc(F)cc1)Nc1ccccc1N1CCOCC1	0.38
27.0	1.24	Clc1ccc(-c2nnc3cccc(Cl)n23)c(Cl)c1	0.85
·	0.53	c1ccc(C2C3=C(CCCC3)Nc3ncnn32)cc1 (stereo not given)	0.24
-37.0	-0.14	COc1ccc(-c2nnc(SCC(=O)Nc3cc(S(=O)(=O)N4CCCCC4)ccc3Cl)n2N)cc1	0.16
-51.9	1.08	COc1cc(C(=O)NCC(C)C)c([N+](=O)[O-])cc1OC	0.48
27.8	·	CCC1CCCCN1C(=O)COc1cccc2c1CCN(C)C2=O (stereo not given)	·
10.0	·	O=C(c1cc2c(=O)n3ccccc3nc2s1)N1CCN(Cc2ccc3c(c2)OCO3)CC1	·
-3.3	-0.32	COc1ccc(C/C(C)=N/NC(=S)Nc2ccc(C(C)C)cc2)cc1	-0.22
16.1	1.03	CCOCCCNC(=O)C1CCC(=O)N1CCc1ccccc1 (stereo not given)	0.75
6.9	0.6	O=C(NCC1CCCO1)C(=O)NCC(c1ccco1)N1CCN(c2ccc(F)cc2)CC1 (stereo not given)	0.36

# Only SDO1 yeast rescue, for some of the entries so far:
mol,SDO1 yeast rescue
Cc1ccc2cc(CN(Cc3ccc4c(c3)OCO4)Cc3nnnn3Cc3ccco3)c(=O)[nH]c2c1,-1.33
COc1cc(C)c(Cl)cc1S(=O)(=O)n1cnc(C)c1,-0.89

# Continued:
INS promoter inh	SDO1 yeast rescue	Structure	SDO1 yeast rescue Rescue 24 h
6.7	-0.94	CCNC(=O)c1ccc(-n2nc(C(F)(F)F)c3c2CCCC3)cc1	-1
13.9	1.15	COc1cc(NC(=O)COC(=O)c2nc3nc(C)cc(C)n3n2)cc(OC)c1	1.41
-15.8	1.09	CCOc1ccccc1NS(=O)(=O)c1ccc(OC)c(OC)c1	1
7.1	-0.75	COc1ccccc1N1CCN(C2=CC(=O)CCC2)CC1	-1.11
·	-0.93	CCOC(=O)NCCc1c(C)nc2c(c(C)nn2C(C)(C)C)c1C	-1.37
-39.5	-1.37	CCOC(=O)Cc1nnc(NC(=O)COc2ccc(F)cc2)s1	-1.39
-6.2	-0.64	CCCCNC(=O)c1cc2c(=O)n3cccc(C)c3nc2n(Cc2ccccc2)c1=N	-0.63
·	0.28	COC(=O)c1cc2sccc2n1CC(=O)Nc1cc(OC)cc(OC)c1	1.49
-28.0	0.64	COc1cccc2cc(C(=O)C3=C(O)C(=O)N(Cc4ccco4)C3c3cccnc3)oc12 (stereo not given)	0.56
28.6	·	O=C(COC(=O)c1cccnc1Cl)Nc1ccc2c(c1)OCO2	·
21.4	·	NC(=S)N(c1ccccc1)c1ccccc1	·
-155.6	·	CCCn1c(SCC(=O)Nc2cccc(S(=O)(=O)NC3=NCCCCC3)c2)nc2ccccc2c1=O	·
-29.6	0.08	Cc1cc(NC(=O)Cn2cnc3c2c(=O)n(C)c(=O)n3C)n(-c2ccccc2)n1	-0.53
-55.0	0.03	O=C(CCCO)CCCCCCCCC[C@H]1N[C@H](CO)[C@@H](O)[C@@H]1O	0.03
3.6	0.68	CCC(=O)Nc1ccc(S(=O)(=O)NCC2CCCO2)cc1 (stereo not given)	0.82

# Records listed so far shown as hits in INS promoter inh.
INS promoter inh	SDO1 yeast rescue	Structure	SDO1 yeast rescue Rescue 24 h
85.7*	-0.07	COc1ccc(CCNC(=O)CSc2ncn[nH]2)cc1	-0.48

# 20 structures from above, arranged by molar mass, smallest number first:
INS promoter inh	SDO1 yeast rescue	Structure	SDO1 yeast rescue Rescue 24 h
·	0.53	c1ccc(C2C3=C(CCCC3)Nc3ncnn32)cc1 (stereo not given)	0.24
-51.9	1.08	COc1cc(C(=O)NCC(C)C)c([N+](=O)[O-])cc1OC	0.48
7.1	-0.75	COc1ccccc1N1CCN(C2=CC(=O)CCC2)CC1	-1.11
3.6	0.68	CCC(=O)Nc1ccc(S(=O)(=O)NCC2CCCO2)cc1 (stereo not given)	0.82
16.1	1.03	CCOCCCNC(=O)C1CCC(=O)N1CCc1ccccc1 (stereo not given)	0.75
27.8	·	CCC1CCCCN1C(=O)COc1cccc2c1CCN(C)C2=O (stereo not given)	·
·	-0.93	CCOC(=O)NCCc1c(C)nc2c(c(C)nn2C(C)(C)C)c1C	-1.37
-15.8	1.09	CCOc1ccccc1NS(=O)(=O)c1ccc(OC)c(OC)c1	1
-39.5	-1.37	CCOC(=O)Cc1nnc(NC(=O)COc2ccc(F)cc2)s1	-1.39
-55.0	0.03	O=C(CCCO)CCCCCCCCC[C@H]1N[C@H](CO)[C@@H](O)[C@@H]1O	0.03
-3.3	-0.32	COc1ccc(C/C(C)=N/NC(=S)Nc2ccc(C(C)C)cc2)cc1	-0.22
·	0.28	COC(=O)c1cc2sccc2n1CC(=O)Nc1cc(OC)cc(OC)c1	1.49
13.9	1.15	COc1cc(NC(=O)COC(=O)c2nc3nc(C)cc(C)n3n2)cc(OC)c1	1.41
-29.6	0.08	Cc1cc(NC(=O)Cn2cnc3c2c(=O)n(C)c(=O)n3C)n(-c2ccccc2)n1	-0.53
-6.2	-0.64	CCCCNC(=O)c1cc2c(=O)n3cccc(C)c3nc2n(Cc2ccccc2)c1=N	-0.63
-28.0	0.64	COc1cccc2cc(C(=O)C3=C(O)C(=O)N(Cc4ccco4)C3c3cccnc3)oc12 (stereo not given)	0.56
6.9	0.6	O=C(NCC1CCCO1)C(=O)NCC(c1ccco1)N1CCN(c2ccc(F)cc2)CC1 (stereo not given)	0.36
10.0	·	O=C(c1cc2c(=O)n3ccccc3nc2s1)N1CCN(Cc2ccc3c(c2)OCO3)CC1	·
-155.6	·	CCCn1c(SCC(=O)Nc2cccc(S(=O)(=O)NC3=NCCCCC3)c2)nc2ccccc2c1=O	·
-37.0	-0.14	COc1ccc(-c2nnc(SCC(=O)Nc3cc(S(=O)(=O)N4CCCCC4)ccc3Cl)n2N)cc1	0.16

# Assay outcomes: PubChem BioAssay, several laboratories
